Source: PubChem
GLS inhibitor: blocks human kidney-isoform glutaminase activity. O94925. GLS enzymatic activity, qHTS titration. Potency, µM (series often up to 45.5 µM), inactives show at the highest dose activity change, negative = inhibition, usual class: inhibitors. 410,000 tested, 0.21% active; note: % is set by controls: 0 for no effect and ±100 for the full control effect
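Human kidney-isoform GLS in 45 mM KH2PO4 pH 8.2, 0.02% Tween-20, with compound, started with 1mM L-Glutamine (added stock). Glutamate oxidase/HRP/Amplex red coupled fluorescence read at start and after 30 min at RT.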
BLM inh: inhibitors of human Bloom syndrome helicase BLM; 350,000 tested, 0.2% active; recombinant BLM DNA unwinding, fluorescence dequenching; P54132; Potency, µM (top dose mostly 56.1 µM), inactives show at the top dose activity change, negative = inhibition, actives largely listed as inhibitors;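 note: plate controls were vehicle for no effect and no enzyme for full effect; nearly all actives have a fitted effect of over 35% in size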
JMJD2A Tudor inh: JMJD2A Tudor domain (human) inhibition. O75164. AlphaScreen JMJD2A-Tudor / H3K4me3 peptide binding. Potency, µM (doses to about 114 µM), for inactives: top-dose activity change, negative = inhibition, usual class: inhibitors. 390,000 tested, 4.4% active. AID 504339; note: % is set by controls: 0 for no effect and ±100 for the full control effect; nearly all actives have a fitted effect of over 50% in size
PGK inhibitor: blocks T. brucei phosphoglycerate kinase | P07378 | PGK/GAPDH coupled, Kinase-Glo luminescence, 60 min | Potency, µM (series often up to 57.5 µM), for the others: at the highest dose activity change, negative = inhibition, usual class: inhibitors | 380,000 tested, 0.043% active; note: % is set by controls: 0 for no effect and ±100 for the full control effect; nearly all actives have a fitted effect of over 60% in size
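Luminescent ATP detection (Kinase-Glo Plus) follows a 60-minute room-temperature incubation, with wells lacking PGK as controls. Buffer: 100 mM TEA (pH 7.6), 5 mM MgCl2, 0.01% Tween-20. Coupling enzyme GAPDH (100 nM final) supplies unstable 1,3-BPG in-well.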
G9a block: blocks human histone lysine methyltransferase G9a | Q96KQ7 | G9a H3K9 monomethylation, AlphaScreen, 2 h | Potency, µM (titrated, usually from 102 µM), for inactives: at the top dose activity, negative = inhibition, actives largely listed as inhibitors | 350,000 tested, 8.8% active | AID 504332; note: % is set by controls: 0 for no effect and ±100 for the full control effect; nearly all actives have a fitted effect of over 75% in size
Target sequence (Q96KQ7 913-1193 limits assumed): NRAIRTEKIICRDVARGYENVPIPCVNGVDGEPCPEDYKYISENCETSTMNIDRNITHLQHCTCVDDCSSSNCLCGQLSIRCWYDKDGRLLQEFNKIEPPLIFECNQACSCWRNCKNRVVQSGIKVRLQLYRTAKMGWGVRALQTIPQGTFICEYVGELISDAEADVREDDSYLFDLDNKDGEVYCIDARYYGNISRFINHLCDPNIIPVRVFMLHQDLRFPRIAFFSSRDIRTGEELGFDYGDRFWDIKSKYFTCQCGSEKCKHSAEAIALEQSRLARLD
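Compounds were preincubated with 20 nM G9a for 15 min, after which biotinylated H3K9 peptide (500 nM) and SAM (20 uM) started a 2 h room-temperature reaction. Monomethylated product was quantified by antibody-based AlphaScreen chemiluminescence.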
HP1b binding inh: HP1-beta chromodomain-methylated histone interaction inhibition; P83916; AlphaScreen HP1-beta / biotin-H3K9me3 peptide binding; Potency, µM (series often up to 114 µM), inactives show at the top dose activity change, negative = inhibition, usual class: inhibitors; 390,000 tested, 0.56% active; note: nearly all actives have a fitted effect of over 70% in size; inactives centre near 23
Target sequence (P83916 whole entry, looked up): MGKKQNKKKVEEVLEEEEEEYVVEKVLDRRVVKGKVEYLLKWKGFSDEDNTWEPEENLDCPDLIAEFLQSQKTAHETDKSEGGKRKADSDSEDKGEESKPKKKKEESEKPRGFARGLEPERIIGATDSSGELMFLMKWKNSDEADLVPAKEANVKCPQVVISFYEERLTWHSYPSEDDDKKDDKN
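Compound inhibition of the preformed complex between 50 nM HP1-beta and 50 nM biotinylated H3K9me3 peptide was read by AlphaScreen. Buffer was PBS pH 7.4 with 0.01% Tween-20. Incubations ran 30 min at room temperature, with 10 ug/mL donor/acceptor beads.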
BAZ2B inh: blocks human BAZ2B. Potency, µM (series often up to 114 µM), inactives show at the highest dose activity change, negative = inhibition, actives largely listed as inhibitors. Q9UIF8. 360,000 tested, 4.4% active. AlphaScreen BAZ2B-H3K14Ac peptide displacement; note: % is set by controls: 0 for no effect and ±100 for the full control effect; nearly all actives have a fitted effect of over 60% in size
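Compounds, titrated to a top concentration of 110 uM, were incubated 30 min at room temperature with preformed BAZ2B/acetyl-K14 H3 peptide complex (50 nM each). Proximity signal was measured by AlphaScreen after 20 min with beads.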
POLI inh: DNA polymerase iota (human) inhibition | Potency, µM (highest dose often 115 µM), without a hit: at the top dose activity, negative = inhibition, usual class: inhibitors | 390,000 tested, 1% active | AID 588590 | Pol iota fluorescent replication assay, 10 min
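Fluorescent replication assay read twice, at 0 min and 10 min after adding 50 nM (final) substrate. Enzyme (10 nM) and compounds were first incubated 15 min at room temperature; enzyme-free buffer wells were negative controls.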
Pin1 inh: human Pin1 inhibition | Q13526 | Pin1 FP peptide displacement, HiFluor488, 10 min | Potency, µM (titrated, usually from 115 µM), for inactives: at the highest dose activity, negative = inhibition, most hits filed as inhibitors | 390,000 tested, 0.009% active; active = well fitted inhibition curve with a large enough effect in the polarisation, with a control signal flat, not every such curve was filed as active; inconclusive = small, poorly fitted or top-dose-only effect, or effect the other way, or a change in a side signal; inactive = no such curve, though single readings can be large or run the other way; the % refers to the polarisation; note: % is set by controls: 0 for no effect and ±100 for the full control effect
Target sequence (Q13526 whole entry, looked up): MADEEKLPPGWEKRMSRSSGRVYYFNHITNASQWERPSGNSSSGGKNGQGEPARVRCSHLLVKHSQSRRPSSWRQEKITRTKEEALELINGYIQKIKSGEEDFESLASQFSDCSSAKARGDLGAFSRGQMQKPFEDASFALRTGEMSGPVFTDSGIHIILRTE
* hit, by the source's call; i = inactive; ? = inconclusive; / = not tested or not shown; & = joins results of further samples; [ ] = remark or other dose. Unless noted, calls come from the whole dose curve; as a rule, active = well fitted curve in the direction sought with a large enough effect; inconclusive = small, poorly fitted or top-dose-only effect, or another doubt; inactive = no such curve, though single readings can be large; an effect the other way counts as inactive or inconclusive. Potency is the fitted concentration of half-maximal effect.

A first look:
#	GLS inhibitor	BLM inh	JMJD2A Tudor inh	PGK inhibitor	G9a block	HP1b binding inh	BAZ2B inh	POLI inh	Pin1 inh	molecule
1	?	-3%	25µM*	-10%	2µM*	?	79µM*	11%	8%	Oc1ccc(-c2cn3ccccc3n2)cc1O
2	4%	-4%	-13%	9%	-32%	17%	-4%	93%[activator]	4%	CCOC(=O)C1=C(C)N(C)C(=S)NC1c1c(OCC)ccc2ccccc12 (stereo unspecified)
3	1%	-3%	?	8%	-7%[59 µM]	17%	?	-2%	?	CCc1cc2ccc(OC)cc2nc1SCC(=O)N1CCN(C(=O)c2ccco2)CC1
4	-23%	-4%	-16%	-6%	-12%	35%	-28%	4%	-2%	Cc1cc2nc(N)sc2cc1[N+](=O)[O-]
5	-4%	-16%	-21%	-11%	?	36%	3%	8%	-2%	CC(C)(C)OC(=O)CNC(=O)c1[nH]cnc1C(=O)NC(c1ccccc1)c1ccccc1

The whole of this part, from the start:
#	GLS inhibitor	BLM inh	JMJD2A Tudor inh	PGK inhibitor	G9a block	HP1b binding inh	BAZ2B inh	POLI inh	Pin1 inh	molecule
1	?	-3%	25µM*	-10%	2µM*	?	79µM*	11%	8%	Oc1ccc(-c2cn3ccccc3n2)cc1O
2	4%	-4%	-13%	9%	-32%	17%	-4%	93%[activator]	4%	CCOC(=O)C1=C(C)N(C)C(=S)NC1c1c(OCC)ccc2ccccc12 (stereo unspecified)
3	1%	-3%	?	8%	-7%[59 µM]	17%	?	-2%	?	CCc1cc2ccc(OC)cc2nc1SCC(=O)N1CCN(C(=O)c2ccco2)CC1
4	-23%	-4%	-16%	-6%	-12%	35%	-28%	4%	-2%	Cc1cc2nc(N)sc2cc1[N+](=O)[O-]
5	-4%	-16%	-21%	-11%	?	36%	3%	8%	-2%	CC(C)(C)OC(=O)CNC(=O)c1[nH]cnc1C(=O)NC(c1ccccc1)c1ccccc1
6	-1%	-2%	-23%	-12%	3%	28%	3%	-4%	-7%	O=C(NCCc1csc(-c2cccnc2)n1)c1ccco1
7	-2%	-3%	-13%	1%	-22%	11%	-7%	48%[activator]	3%	O=C(COC(=O)CCCN1C(=O)c2cccc3cccc(c23)C1=O)Nc1ccc(Cl)cc1
8	1%	-1%	2%	i	-40%	32%	-25%	76%[activator]	6%	CC(=O)Nc1cc(C)nn1-c1nc2ccccc2s1
9	-10%	0%	-5%	9%	10%[59 µM]	40%[activator]	-8%	12%	3%	CCC(CC)C(=O)Nc1ccccc1C(=O)OCc1cc(=O)n2nc(C3CCCCC3)sc2n1
10	-5%&3%	?	-32%&-20%	-2%&-11%	-2%	22%&6%	-21%&-14%	0%&-20%	11%&0%	CC(=O)c1ccc(N2CCN(S(=O)(=O)c3ccc(-c4cnc(C5CC5)o4)cc3)CC2)cc1
11	-2%	4%	?	-5%	/	18%	-14%	-6%	6%	COc1ccc(C(=O)N/C(=C\c2cn(C)c3ccccc23)C(=O)N2CCN(C)CC2)cc1OC
12	9%	-4%	-21%	2%	?	-2%	-20%	45%[activator]	1%	COc1ccc(N2CCN(C(=O)CSc3ccc([N+](=O)[O-])cc3)CC2)cc1
13	-6%	-2%	-3%	i	?	14%	5%	-1%	-14%	O=C(CN1CCN(c2ncc(C(F)(F)F)cc2Cl)CC1)NC(=O)NCc1ccccc1
14	0%	3%	-3%	-1%	1%	29%	-2%	17%	0%	Cc1ccnc(NS(=O)(=O)c2ccc(NC(=O)Cc3c(F)cccc3Cl)cc2)n1
15	6%	0%	-6%	5%	-25%	-4%	-6%	12%	6%	COc1cc(/C=C/C(=O)OC(C)C(=O)Nc2c(C)n(C)n(-c3ccccc3)c2=O)ccc1OCC#N (stereo unspecified)
16	-8%	-6%	10%	i	/	34%	-20%	-16%	1%	Cc1ccc(S(=O)(=O)N2CCOC23CCN(C(=O)c2ccc(Cl)cc2Cl)CC3)cc1
17	5%	0%	-20%	-4%	/	31%	0%	14%	-3%	COc1cnc(SC(C)C)[nH]c1=O
18	-4%	-2%	-16%	i	-41%[12.7 µM]	18%	-9%	36%[activator]	-5%	COc1ccc(C2CC(C(F)(F)F)n3nc(C(=O)NCc4cn(C)nc4C)c(Cl)c3N2)cc1 (stereo unspecified)
19	-1%	-1%	1%	-6%	?	7%	7%	?	4%	CC(=O)c1c(C)n(-c2ccccc2Br)c2ccc(O)cc12
20	23%	-6%	-11%	8%	-32%[2.33 µM]	74%[activator]	-7%	5%	-3%	CCSc1ncc(Cl)c(C(=O)Nc2ccc(S(N)(=O)=O)cc2)n1
21	-24%	0%	-20%	0%	12%	53%[activator]	-8%	-6%	-1%	CC(C)[C@H](NC(=O)C1CCN(S(=O)(=O)c2ccccc2)CC1)C(=O)NCc1ccc(F)cc1
22	12%	-7%	?	0%	?	?	?	-4%	14%	COc1ccc(/C=C2/SC(=S)N(CCCC(=O)Nc3cccc(O)c3)C2=O)cc1
23	0%	-13%	?	-6%	45µM*	-2%	?	5%	-2%	COc1ccccc1NC(=O)N(Cc1ccco1)Cc1cc2cc(C)cc(C)c2[nH]c1=O
24	-2%	-13%	-16%	2%	20%[59 µM]	36%	-12%	9%	29%	Cc1nc(SCC(=O)NC(C)(C#N)C2CC2)c2c(-c3cccs3)csc2n1 (stereo unspecified)
25	32%[activator]	0%	-29%	-3%	10µM*	-19%	-32%	26%	0%	C(=N/N1CCN(c2ccccc2)CC1)/c1cccs1
26	-2%	0%	5%	1%	-22%[59 µM]	40%[activator]	4%	10%	0%	CCCNC(=O)COCc1cc(-c2ccc(F)cc2)on1
27	-2%	/	-13%	-4%	?	41%[activator]	-2%	10%	-4%	CSCCC(NC(=O)c1ccco1)C(=O)NC1CCCCCC1 (stereo unspecified)
28	-1%	-6%	-9%	/	0%[59 µM]	49%[activator]	-4%	-9%	1%	CC1Cc2ccccc2N1C(=O)CSc1nnc(-c2cccc(Cl)c2)o1 (stereo unspecified)
29	-11%	-7%	27%	-8%	15%[12.7 µM]	112%[activator]	-1%	-14%	2%	Cc1nn(Cc2ccc(Cl)cc2)c(=O)n1N(C)c1ncc(C(F)(F)F)cc1Cl
30	-15%&2%	-6%&1%	-4%&-10%	-6%&-3%	3%&5%[59 µM]	36%&11%	3%&14%	15%&6%	?	CCC(C)NC(=O)Cn1c(=O)n(CCCCCC(=O)Nc2ccccc2)c(=O)c2sccc21 (stereo unspecified)
31	2%	/	-8%	i	6%[59 µM]	38%	5%	-8%	4%	Cc1cccc(C(=O)NNC(=O)c2n[nH]c(=O)c3ccccc23)c1C
32	15%	-1%	-11%	4%	42%[0.501 µM]	10%	-5%	-12%	3%	Cc1cc(C)c(NC(=O)CN2CCCCCC2)c(C)c1
33	21%	/	-8%	4%	/	26%	/	14%	-4%	Cc1cc(=O)n(C(C)c2ccccc2)n1C(C)c1ccccc1 (stereo unspecified)
34	2%	1%	8.9µM*	-2%	7%	28%	2.8µM*	89%[activator]	-6%	Cc1cccc(NC(=O)CSc2ccc(-c3ccccn3)nn2)c1C
35	1%&-3%	-8%&-8%	-33%&-20%	-2%&-7%	3%	12%&-5%	-19%[57.1 µM]	-9%&22%	-5%&-3%	CCc1nc2ccc(C(=O)N3CCN(c4cc(C)ccc4C)CC3)cc2nc1CC
36	-4%	/	-5%	-2%	24%[2.33 µM]	33%	2%	29%&26%	0%	CC(=O)Nc1ccc(SCCN2CC[C@@H](C(C)(C)C)CCC2=O)cc1
37	10%	1%	-11%	-4%	-5%[59 µM]	33%	6%	-1%	10%	CCSc1nnc(NC(=O)c2cccc(S(=O)(=O)N(C)c3ccccc3)c2)s1
38	7%	-12%	-9%	-2%	?	49%[activator]	8%	-4%	-4%	Cc1ccc(-c2nc(NC(=O)CSc3nnc(C)s3)ns2)cc1
39	-21%	-2%	-25%	i	-18%[59 µM]	18%	-1%	110%[activator]	-3%	CC(C(=O)N1CCN(C2c3ccccc3-c3ccccc32)CC1)N1C(=O)c2ccccc2C1=O (stereo unspecified)
40	-12%	7%	-15%	4%	?	24%	-17%	110%[activator]	-11%	COC1CCN(C(=O)c2ccc(OC3CCN(Cc4ccccn4)CC3)cc2)CC1

4 compounds from above, limited to BAZ2B inh, POLI inh and PGK inhibitor.
no. | compound | BAZ2B inh | POLI inh | PGK inhibitor
30 | CCC(C)NC(=O)Cn1c(=O)n(CCCCCC(=O)Nc2ccccc2)c(=O)c2sccc21 (stereo unspecified) | 3%&14% | 15%&6% | -6%&-3%
31 | Cc1cccc(C(=O)NNC(=O)c2n[nH]c(=O)c3ccccc23)c1C | 5% | -8% | i
32 | Cc1cc(C)c(NC(=O)CN2CCCCCC2)c(C)c1 | -5% | -12% | 4%
33 | Cc1cc(=O)n(C(C)c2ccccc2)n1C(C)c1ccccc1 (stereo unspecified) | / | 14% | 4%

The list goes on:
#	GLS inhibitor	BLM inh	JMJD2A Tudor inh	PGK inhibitor	G9a block	HP1b binding inh	BAZ2B inh	POLI inh	Pin1 inh	molecule
41	4%	/	-12%	-11%	?	16%	11%	35%[activator]	4%	CC(=O)c1cccc(NC(=O)C(C)OC(=O)c2cc(=O)[nH]c3ccccc23)c1 (stereo unspecified)
42	2%	-5%	?	4%	/	0%	?	-15%	4%	CCSc1ccccc1C(=O)N1CCN(c2ccc([N+](=O)[O-])cc2)CC1
43	-9%	-2%	-31%	-1%	71µM*	20%	?	14%	-4%	Cc1ccccc1-c1nc(CS(=O)CC(=O)NC(C)CCc2ccccc2)c(C)o1 (stereo unspecified)
44	24%	3%	?	5%	?	-5%	?	29%	1%	C/C(CCC(=O)O)=N/Nc1ccc([N+](=O)[O-])cc1[N+](=O)[O-]

Some of the compounds tested; rates above refer to the full screens.
